High-throughput results: PubChem, National Center for Advancing Translational Sciences (NCATS)
ALOX12 inh: blocks human arachidonate 12S-lipoxygenase; P18054; Potency, µM (highest dose often 108 µM), without a hit: at the top dose activity change, negative = inhibition, actives largely listed as inhibitors; purified 12hLO, xylenol orange hydroperoxide absorbance; hit rate 1.1% among 580,000; also: potency is read from the fitted curve at half-maximal effect; % is scaled to controls: 0 for no effect and ±100 for the full control effect
Target sequence (P18054 whole entry, looked up): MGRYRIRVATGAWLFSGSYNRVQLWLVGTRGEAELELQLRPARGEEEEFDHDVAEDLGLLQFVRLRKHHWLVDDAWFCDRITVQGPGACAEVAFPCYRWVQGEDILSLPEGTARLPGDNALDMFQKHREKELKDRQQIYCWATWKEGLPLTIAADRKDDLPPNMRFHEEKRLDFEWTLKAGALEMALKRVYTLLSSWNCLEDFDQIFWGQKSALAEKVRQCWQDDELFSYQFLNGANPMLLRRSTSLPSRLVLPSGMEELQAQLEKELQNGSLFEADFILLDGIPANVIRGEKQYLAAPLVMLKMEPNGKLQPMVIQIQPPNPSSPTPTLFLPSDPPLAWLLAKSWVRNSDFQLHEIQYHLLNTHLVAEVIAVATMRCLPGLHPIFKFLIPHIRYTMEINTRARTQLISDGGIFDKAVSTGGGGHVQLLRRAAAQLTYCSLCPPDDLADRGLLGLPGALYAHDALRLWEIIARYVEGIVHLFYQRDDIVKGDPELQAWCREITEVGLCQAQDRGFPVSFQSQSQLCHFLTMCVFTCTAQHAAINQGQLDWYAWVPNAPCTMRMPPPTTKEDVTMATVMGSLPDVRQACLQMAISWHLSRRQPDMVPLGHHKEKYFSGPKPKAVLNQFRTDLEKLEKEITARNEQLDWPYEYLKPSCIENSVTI
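Purified human 12hLO at 150 nM in 25 mM Hepes, 0.01% Triton X-100, pH 7.0, preincubated 15 min at room temperature with compound. Reaction started with 40 uM arachidonic acid, 30 min at room temperature. Hydroperoxide measured by Fe-xylenol orange, 573/405 nm absorbance ratio.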
Pol iota inh: blocks human DNA polymerase iota activity; Pol iota fluorescent replication assay, 10 min; Q9UNA4; Potency, µM (titrated, usually from 115 µM), for inactives: top-dose activity, negative = inhibition, usual class: inhibitors; hit rate 1% among 390,000; AID 588590; also: potency is read from the fitted curve at half-maximal effect
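Fluorescent replication assay read twice, at 0 min and 10 min after adding 50 nM (final) substrate. Enzyme (10 nM) and compounds were first incubated 15 min at room temperature; enzyme-free buffer wells were negative controls.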
Pol beta inh: inhibitors of human DNA polymerase beta; P06746; Potency, µM (titrated, usually from 114 µM), without a hit: top-dose activity change, negative = inhibition, actives largely listed as inhibitors; hit rate 1.3% among 340,000; AID 485314; Pol beta primer extension/strand displacement, fluorescence kinetic; also: potency is read from the fitted curve at half-maximal effect; % is scaled to controls: 0 for no effect and ±100 for the full control effect
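Curves were derived by four-parameter Hill fits of normalized qHTS data. The kinetic fluorescent primer-extension read was taken at 0 and 10 min after 50 nM substrate, following a 15 min room-temperature preincubation of 10 nM enzyme with compounds.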
BLM inh: blocks DNA unwinding by human BLM helicase; P54132; recombinant BLM DNA unwinding, fluorescence dequenching; Potency, µM (highest dose often 56.1 µM), without a hit: at the highest dose activity change, negative = inhibition, actives largely listed as inhibitors; hit rate 0.2% among 350,000; AID 2528;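 also: potency is read from the fitted curve at half-maximal effect; plate controls were vehicle for no effect and no enzyme for full effect; nearly all actives have a fitted effect of over 35% in size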
Apoferritin bind: candidate novel general anesthetic via apoferritin binding | P02791 | apoferritin/1-aminoanthracene competitive binding, fluorescence | Potency, µM (doses to about 77.5 µM), for the others: at the top dose activity change, negative = displacement, usual class: inhibitors | hit rate 0.074% among 350,000; also: potency is read from the fitted curve at half-maximal effect; % is scaled to controls: 0 for no effect and ±100 for the full control effect; nearly all actives have a fitted effect of over 20% in size
Target sequence (P02791 2-175 limits assumed): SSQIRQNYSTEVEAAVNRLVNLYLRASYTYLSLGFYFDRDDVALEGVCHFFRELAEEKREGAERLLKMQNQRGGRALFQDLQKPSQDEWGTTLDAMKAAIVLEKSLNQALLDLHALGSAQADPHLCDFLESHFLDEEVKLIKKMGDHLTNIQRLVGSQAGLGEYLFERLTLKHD
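Horse-spleen apoferritin (10 uM) in 50% saturated 1-aminoanthracene in PBS was incubated 10 min at room temperature with compound. Fluorescence (ex 380, em 535 nm) was normalized to free and bound 1-AMA, with concentration-response fitted by a four-parameter Hill equation.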
POLK inh: blocks human DNA polymerase kappa activity | purified Pol kappa, fluorescent DNA synthesis assay, 10 min | Potency, µM (titrated, usually from 107 µM), for inactives: at the top dose activity, negative = inhibition, usual class: inhibitors | hit rate 0.53% among 400,000 | AID 588579; also: potency is read from the fitted curve at half-maximal effect; % is scaled to controls: 0 for no effect and ±100 for the full control effect
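Pol kappa 10 nM + cpd, 15 min RT; start w/ substrate 50 nM final; fluorescence kinetic read, 0 and 10 min. Neg ctrl: buffer, no enzyme.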
TRHR agonist: activates the human TRH receptor; hit rate 0.18% among 360,000; AID 493084; activation, % at 2 µM; TRHR cells, calcium flux fluo-8, FDSS agonist mode; in the data active = activation above about 30%; also: 0% is about no effect
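Agonist-mode FDSS calcium read (Ex 480/Em 530, 1 s cycles) in 1536-well TRHR cells with fluo-8 dye, after 10-cycle baseline and 23 nL compound addition; TRH at EC20 (10 nM final) added afterwards for the enhancer phase.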
ERG-DNA inh: blocks human ERG Ets domain binding to DNA | fluorescence polarization, His-ERG Ets domain / labelled DNA | Potency, µM (top dose mostly 76.9 µM), without a hit: at the top dose FP activity, negative = inhibition, hits mostly inhibitors | hit rate 0.028% among 370,000 | AID 624246; active = well fitted inhibition curve with a large enough effect in the polarisation, with a control signal flat; inconclusive = small, poorly fitted or top-dose-only effect, or effect the other way, or a change in a side signal; inactive = no such curve, though single readings can be large or run the other way; the % refers to the polarisation;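 also: polarization taken with two DNA probes labelled with fluorescein and Texas red; potency is read from the fitted curve at half-maximal effect; % of control where 0% means no effect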
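His-tagged ERG Ets domain (1 uM in the protein solution; 300mM KCl, 50mM Tris-HCl, 1mM EDTA, 1mM DTT, pH 7.5) received compound, then a probe mix of 5 nM fluorescein-DNA and 100nM Texas-615-DNA. Fluorescence polarization was read for both dyes.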
APE1 inh: APE1 (human) endonuclease inhibition; P27695; recombinant APE1, TAMRA/BHQ-2 abasic DNA cleavage fluorescence; Potency, µM (series often up to 65.8 µM), inactives show at the top dose activity change, negative = inhibition, most hits filed as inhibitors; hit rate 0.35% among 350,000; AID 2517;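 also: potency is read from the fitted curve at half-maximal effect; plate controls were vehicle for no effect and reference inhibitor for full effect; nearly all actives have a fitted effect of over 55% in size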
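Quantitative HTS: incision of a TAMRA/BHQ-2 double-stranded substrate bearing a tetrahydrofuran abasic site by 0.75 nM APE1 raises fluorescence. Substrate 50 nM final, added after 15 min compound preincubation at room temperature; progress as third-minus-first kinetic read difference.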
The depositor's hits bear a star; ? = inconclusive; . = no result given; & = joins results of further samples; [ ] = dose if it differs, or a comment. Unless noted, calls follow the shape of the dose curve; as a rule, active = well fitted curve in the direction sought with a large enough effect; inconclusive = small, poorly fitted or top-dose-only effect, or another doubt; inactive = no such curve, though single readings can be large; an effect the other way counts as inactive or inconclusive. These rows are one share of the data (hit frequency here may not be typical).

Every second line gives: ALOX12 inh	Pol iota inh	Pol beta inh	BLM inh	Apoferritin bind	POLK inh	TRHR agonist	ERG-DNA inh	APE1 inh
CC(C)CNC(=S)N1CCN(c2nc(-c3ccc(Cl)cc3)cs2)CC1
  0%	13%	-22%	-2%	-9%	-2%	0.6	-4%	11%
COc1ccc(OC)c(NC(=O)c2ccc(NC(C)=O)cc2)c1
  0%	-8%	22%	-1%	-8%	6%	0.3	-7%	-2%
COc1cccc(NC(=O)CSc2nnc(Cn3c(=O)sc4ccccc43)n2C)c1
  430%[activator]	42%	15%	-11%	-3%	2%	-0.9	-2%	6%
CCOC(=O)C(=O)Nc1ccccc1C(=O)NCc1ccccc1
  2%	16%	-9%	2%	-12%	-7%	-0.9	3%	-1%
CCc1ccc(C(=O)CC2(O)C(=O)N(CCc3ccccc3)c3ccc(Cl)cc32)cc1 (stereo not drawn)
  2%	0%	5%	-21%	-17%	-11%	3.2	-1%	.
CN(C(=O)CSc1nc(N)nn1-c1ccccc1)c1ccccc1
  11%	20%	12%	-8%	-3%	8%	-0.4	-3%	-6%
NC(=O)c1ccc(NC(=O)COC(=O)CCCc2c[nH]c3ccccc23)cc1
  0%	3%	11%	-4%	-19%	-13%	0.5	-14%	4%
COc1cc(/C=N/NC(=O)c2cccc(NC(=O)c3ccccc3Cl)c2)ccc1O
  -3%	15%	?	-12%	-13%	-2%[60.1 µM]	-1.4	-7%	-11%
O=C(CCC(=O)OCC(=O)c1ccc(F)cc1)NC1CCCCC1
  -9%	7%	2%	-1%	?	-26%	0.1	-4%	-3%
O=C(CCSCCc1ccccn1)Nc1ccc(Br)cn1
  6%	12%	11%	-1%	-24%	-2%	-1.1	-3%	0%

Two of these compounds, set out differently:
| mol | ALOX12 inh | Pol iota inh | Pol beta inh | BLM inh | Apoferritin bind | POLK inh | TRHR agonist | ERG-DNA inh | APE1 inh |
| --- | --- | --- | --- | --- | --- | --- | --- | --- | --- |
| CC(C)CNC(=S)N1CCN(c2nc(-c3ccc(Cl)cc3)cs2)CC1 | 0% | 13% | -22% | -2% | -9% | -2% | 0.6 | -4% | 11% |
| COc1ccc(OC)c(NC(=O)c2ccc(NC(C)=O)cc2)c1 | 0% | -8% | 22% | -1% | -8% | 6% | 0.3 | -7% | -2% |

(more compounds)
Every second line gives: ALOX12 inh	Pol iota inh	Pol beta inh	BLM inh	Apoferritin bind	POLK inh	TRHR agonist	ERG-DNA inh	APE1 inh
O=S(=O)(c1ccccc1)c1nc(Nc2cccc(O)c2)sc1Cl
  35µM*	15%	-9%	-8%	?	-6%	0.2	7%	-2%
N#Cc1c(N(CCO)CCO)nc(N)c2c(N)nc3c(c12)CC(=O)N3Cc1cccs1
  .	3.5µM*	2%	-17%	-10%	-9%	0.2	-12%	-3%
O=C(CCn1nc(-c2ccc(Cl)cc2)ccc1=O)NCCc1ccccc1
  -23%	16%	-1%	-1%	-17%	-4%[60.1 µM]	-1.0	-2%	.
CCCCC(CC(O)COCCC)c1n[nH]c(=S)n1-c1ccccc1 (stereo not drawn)
  -29%	-5%	4%	-3%	-5%	0%	0.5	-3%	-4%
COC(=O)c1ccc(COc2nc(C)cc(C)c2C#N)o1
  3%	-11%[58.9 µM]	-11%	0%	-10%	-9%	-0.4	-2%	-2%
COc1cccc(NC(=O)c2csnn2)c1
  -19%	22%	7%	-2%	-4%	-20%	0.5	-4%	.
COc1cc(C(=O)N/N=C/c2sc(=O)n(-c3ccccc3)c2Cl)cc(OC)c1OC
  2%	5%	-22%	-4%	?	-6%	-0.3	18%	1%
COc1ccccc1/C=N/N(C(C)=O)c1nc(-c2ccc(F)cc2)cs1
  -7%	2%	0%	-5%	7%	10%	-3.0	-2%	-3%
CC(NC(=O)c1ccco1)C(=O)N1CC=C(c2ccccc2)CC1 (stereo not drawn)
  21%	2%	.	.	.	-2%	.	-8%	0%
COc1cc(C2Nc3ccccc3-c3nnc(SCc4ccc(Cl)cc4)nc3O2)ccc1OCC(=O)O (stereo not drawn)
  ?	5%	?	-4%	-16%	-26%	1.1	-10%	.
Cc1nc(C)c(C(=O)N(c2ccc(C)c(C)c2)C(C(=O)NCc2ccco2)c2ccccc2)s1 (stereo not drawn)
  9%	79µM*	6%	-4%	8%	-4%[60.1 µM]	-0.5	.	-4%
O=C1CCCN1S(=O)(=O)c1ccc(F)cc1
  38%[activator]	-10%	51%	-1%	-1%	1%	0.1	18%	54%[activator]
Cc1ccccc1CNC(=O)CCc1ccccc1
  -6%	-6%	-24%	-1%	-14%	-7%	-0.6	-4%	10%
COc1ccccc1CCC(=O)Nc1ncc(C)s1
  -9%	5%	41%	1%	4%	0%	-0.7	6%	-7%
COc1ccc(C(=O)c2ccccc2)cc1
  7%	45%[activator]	33%	-4%	-17%	-1%	-1.3	0%	15%
O=C(CSc1nnc(-c2cccnc2)o1)OC1CCCCC1
  -9%	11%	-1%	3%	-13%	-5%	-1.2	-1%	-5%
S=C(NCc1ccc2c(c1)OCO2)NC1CCN(Cc2ccccc2)CC1
  -27%	49%[activator]	6%	3%	-3%	-4%	2.1	0%	5%
O=C(Nc1cccnc1)c1cc(F)c(F)cc1Cl
  0%	25%	-1%	-2%	-4%	14%	-0.2	1%	1%
CC(C)Oc1ccc(C(=O)Nc2c(C(=O)Nc3cccc(F)c3)oc3ccccc23)cc1
  0%	18%	-1%	-8%	-3%	-15%	0.5	-2%	.
COc1cc(CC(=O)OCC(=O)NC2CCCCCC2)cc(OC)c1OC
  -3%	44%[activator]	.	.	.	-18%	.	6%	48%[activator]
CC1CCN(c2ccc(C(=O)OCC(=O)NCCN3C(=O)CSC3=O)cc2[N+](=O)[O-])CC1
  21%	144%[activator]	1%	-4%	?	-4%	-0.2	1%	-5%
Cn1ccsc1=NC(=O)c1ccc(=O)[nH]c1
  ?	18%	1%	-1%	0%	11%	1.4	-6%	8%
CS(=O)(=O)Nc1ccc(C2=NN(S(=O)(=O)c3ccccc3)C(c3cccs3)C2)cc1 (stereo not drawn)
  4%	-2%	32%[activator]	-8%	-7%	10%	0.2	-18%	6%
COc1cccc(C2=CC(=O)CCC2)c1
  3%	34%	.	.	.	-8%	.	13%	.
CCOC(=O)N1CCC(NC(=O)CS(=O)Cc2nc(-c3ccccc3C)oc2C)CC1 (stereo not drawn)
  3%&2%	47%[activator]	1%	0%	-3%	-12%	0.1	-3%	2%
O=C(Nc1scc(-c2ccccc2)c1C(=O)O)c1ccco1
  0%	4%	-23%	-6%	24%	1%	0.3	1%	-12%
O=C(Nc1ccccc1N1CCOCC1)C1CCCCN1S(=O)(=O)c1ccccc1 (stereo not drawn)
  12%	21%	-4%	-6%	-18%	-5%	0.6	7%	0%
CCN(CC(=O)Nc1c(F)cccc1F)C(=O)c1n[nH]c2ccccc12
  5%	-9%	-7%	1%	-13%	-6%	0.0	2%	22%
Cc1ccc(-c2c(=O)n(OCc3ccccn3)c3ccccc3[n+]2[O-])cc1
  .	.	8%	-1%	-4%	.	0.2	.	-6%
Cc1ccc(/C=N/NC(=O)c2ccc(-c3ccccc3)cc2)o1
  -12%	23%	23%	-10%	-8%	1%	-0.5	-11%	20%

One compound at a time, from the list above. Screens in order: ALOX12 inh | Pol iota inh | Pol beta inh | BLM inh | Apoferritin bind | POLK inh | TRHR agonist | ERG-DNA inh | APE1 inh
Record of O=C(CCn1nc(-c2ccc(Cl)cc2)ccc1=O)NCCc1ccccc1 : -23% | 16% | -1% | -1% | -17% | -4%[60.1 µM] | -1.0 | -2% | .
Record of N#Cc1c(N(CCO)CCO)nc(N)c2c(N)nc3c(c12)CC(=O)N3Cc1cccs1 : . | 3.5µM* | 2% | -17% | -10% | -9% | 0.2 | -12% | -3%
Record of O=C(CCSCCc1ccccn1)Nc1ccc(Br)cn1 : 6% | 12% | 11% | -1% | -24% | -2% | -1.1 | -3% | 0%
